OX1R FRET antag – antagonists of human orexin 1 receptor (OX1R); OX1R-expressing cells, FRET antagonist read-out; inhibition, % at 6.6 µM; 330,000 compounds, 1.8% hits; in the data active = inhibition mostly above about 38%, no sharp cut-off; inactive = mostly below about 40%;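 note: 0% = agonist challenge alone and 100% = reference antagonist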
Target sequence (O43613 whole entry, looked up): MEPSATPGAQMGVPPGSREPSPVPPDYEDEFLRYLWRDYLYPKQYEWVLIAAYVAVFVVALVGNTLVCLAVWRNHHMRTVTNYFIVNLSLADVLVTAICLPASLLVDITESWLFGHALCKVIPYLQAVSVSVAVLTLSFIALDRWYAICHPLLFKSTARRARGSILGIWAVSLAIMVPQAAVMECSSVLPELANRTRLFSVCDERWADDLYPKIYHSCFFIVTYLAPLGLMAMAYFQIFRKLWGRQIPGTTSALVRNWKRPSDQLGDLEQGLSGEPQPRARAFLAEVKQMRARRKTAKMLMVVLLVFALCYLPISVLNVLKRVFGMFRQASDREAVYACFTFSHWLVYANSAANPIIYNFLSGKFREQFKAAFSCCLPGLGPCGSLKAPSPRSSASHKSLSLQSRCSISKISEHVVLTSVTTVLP
Numbers without * were called inactive. An excerpt, so the mix of outcomes need not match the whole.

SMILES	OX1R FRET antag
CC[C@@]1(C(=O)OC)N[C@H](CN(C)C(C)=O)[C@@H]2C(=O)N(Cc3ccccc3)C(=O)[C@@H]21	2
COC(=O)[C@@]1(Cc2ccccc2)[C@H]2C(=O)N(Cc3ccccc3)C(=O)[C@H]2[C@H]2CN=C(SCc3ccc(Cl)cc3)N21	16
Cc1cc(=O)n(-c2ccccc2)n1C	5
COC(=O)[C@H]1C[C@H]2[C@@H]3CC[C@H]4C[C@@H](OC)CC[C@]4(C)[C@H]3CC[C@]2(C)[C@@]2(CCCO2)O1	8
CCCCCCCCCCCCCCCC(=O)OC(CC(=O)O)C[N+](C)(C)C (centres undefined)	9
CCN(CC(=O)NCc1cccs1)C(=O)c1ccc(-c2ccccc2F)o1	20
COC(=O)C(CC(C)C)N(Cc1cc(OC)cc(OC)c1)S(=O)(=O)c1ccccc1Br (centres undefined)	29
CC[C@@H](C)[C@@H]1CN([C@@H](CN2CCC[C@H]2CN2C(N)=NC[C@H]2CC(C)C)C(C)C)C(=N)N1CCc1ccc(Cl)c(Cl)c1	2
COc1ccc(C)cc1NC(=O)C1CCCN1C(=O)OCc1ccccc1 (centres undefined)	26
CC(OC(=O)c1ccc(Cl)cc1)C(=O)NCc1ccc2c(c1)OCO2 (centres undefined)	22
C=CCOc1ccc(C[C@H](N)C(=O)NC[C@H]2O[C@@H](n3cnc4c(N)ncnc43)[C@H](O)[C@@H]2O)cc1	7
N#Cc1ccccc1OCC(=O)NCC(c1ccc(F)cc1)N1CCOCC1 (centres undefined)	0
O=C(CCc1nc2ccccc2[nH]1)Nc1ccccc1	25
Cc1ccccc1OCC(=O)OCC(=O)Nc1ccc(Cl)cn1	6
CCN(CC)C(=O)[C@H]1CC(CC(=O)NCc2cccc(C(F)(F)F)c2)C(=O)N2CCc3c([nH]c4ccc(OC)cc34)[C@]12C (some centres undefined)	6
CCN(C[C@H]1N[C@@](Cc2ccccc2)(C(=O)OC)[C@H]2C(=O)N(Cc3ccccc3)C(=O)[C@@H]12)S(=O)(=O)c1ccc(C)cc1	6
Cc1ccc(S(=O)(=O)N2[C@@H](c3ccc(Cl)c(Cl)c3)C(C(=O)O)=C[C@H]2CC2CCCC2)cc1	24
CC[C@]12c3[nH]c4cc(CCC(=O)N(C)C)ccc4c3CCN1C(=O)[C@@H](CC(=O)NCc1ccc(OC)c(OC)c1)C[C@@H]2C(=O)N1CCN(C(=O)c2ccco2)CC1	7
COC(=O)[C@@]1(Cc2ccccc2)[C@H]2C(=O)N(Cc3ccccc3)C(=O)[C@H]2[C@H]2CN=C(SC)N21	2
Cc1ccc(C2(C)NC(=O)N(CC(=O)N3CCN(C(=O)c4cccs4)CC3)C2=O)cc1 (centres undefined)	-1
CC(C)(C)NC(=O)C[C@H]1C[C@H](C(=O)N2CCOCC2)[C@@]2(CCC3CCCC3)c3[nH]c4ccc(Cl)cc4c3CCN2C1=O	8
CCOC(=O)c1c(O)cc(OC)cc1CCc1ccccc1	14
COc1ccc(CNC(=O)C[C@H]2C[C@H](C(=O)N3CCOCC3)[C@@]3(C)c4[nH]c5cc(CCC(=O)N(C)C)ccc5c4CCN3C2=O)cc1OC	2
COC(=O)[C@]1(C)N[C@H](CN(C)C(=O)c2ccc(C(C)(C)C)cc2)[C@@H]2C(=O)N(Cc3ccccc3)C(=O)[C@@H]21	33
CC(C)=CCC/C(C)=C/CNC(=O)C[C@H]1C[C@H](C(=O)N(C(C)C)C(C)C)[C@@]2(C)c3[nH]c4cc(-c5ccco5)ccc4c3CCN2C1=O	4
COc1ccc(-c2coc3cc(OC(C)=O)c(OC)cc3c2=O)cc1	13
O=C(CSc1nnc2ccccn12)NC(=O)c1cccc([N+](=O)[O-])c1	43*
Nc1ncnc2c1ncn2[C@@H]1O[C@H](CNCc2ccc(-c3cc(C(F)(F)F)ccc3Cl)o2)[C@@H](O)[C@H]1O	0
C[C@]12c3[nH]c4cc(-c5ccco5)ccc4c3CCN1C(=O)[C@@H](CC(=O)NCCc1ccccn1)C[C@@H]2C(=O)N1CCOCC1	2
Nc1ncnc2c1ncn2[C@@H]1O[C@H](CNCc2ccccc2OC2OC(CO)C(O)C(O)C2O)[C@@H](O)[C@H]1O (some centres undefined)	5
Cc1ccc(OCC(=O)N(Cc2ccco2)c2c(N)n(Cc3ccccc3)c(=O)[nH]c2=O)cc1C	8
COCCCNC(=O)CC1C[C@H](C(=O)N2CCOCC2)[C@@]2(C)c3[nH]c4ccc(OC)cc4c3CCN2C1=O (some centres undefined)	4
Nc1ncnc2c1ncn2[C@@H]1O[C@H](CNS(=O)(=O)c2cc3ccccc3s2)[C@@H](O)[C@H]1O	1
COc1ccc2[nH]c3c(c2c1)CCN1C(=O)C(CC(=O)NCCN2CCOCC2)C[C@H](C(=O)N2CCOCC2)[C@@]31C (some centres undefined)	5
COc1cccc(NC(=O)COC(=O)C2CC(=O)N(c3ccc(C)cc3)C2)c1 (centres undefined)	4
CC[C@]12c3[nH]c4ccc(Cl)cc4c3CCN1C(=O)[C@@H](CC(=O)NCCN1CCOCC1)C[C@@H]2C(=O)N1CCN(C(=O)c2ccco2)CC1	5
Cc1ccc(C)c(N2CCN(C(=O)CCc3nc(-c4cccc(Cl)c4)no3)CC2)c1	9
CCCCN1CCS(=O)(=O)N(Cc2ccccc2Br)CC(C(=O)OC)C1 (centres undefined)	3
Cc1noc(C)c1S(=O)(=O)Nc1ccc2c(c1)C(=O)N([C@H](C)CO)C[C@H](C)[C@@H](CN(C)C(=O)Nc1ccccc1)O2	1
O=C(O)c1ccc(OS(=O)(=O)c2cccc(C(F)(F)F)c2)cc1	-6

Quoted from the listing.
Reading of CCCCN1CCS(=O)(=O)N(Cc2ccccc2Br)CC(C(=O)OC)C1 (centres undefined) in OX1R FRET antag: 3
Reading of COCCCNC(=O)CC1C[C@H](C(=O)N2CCOCC2)[C@@]2(C)c3[nH]c4ccc(OC)cc4c3CCN2C1=O (some centres undefined) in OX1R FRET antag: 4
Reading of Nc1ncnc2c1ncn2[C@@H]1O[C@H](CNS(=O)(=O)c2cc3ccccc3s2)[C@@H](O)[C@H]1O in OX1R FRET antag: 1
Reading of Cc1ccc(C)c(N2CCN(C(=O)CCc3nc(-c4cccc(Cl)c4)no3)CC2)c1 in OX1R FRET antag: 9
Reading of COc1cccc(NC(=O)COC(=O)C2CC(=O)N(c3ccc(C)cc3)C2)c1 (centres undefined) in OX1R FRET antag: 4
Reading of O=C(O)c1ccc(OS(=O)(=O)c2cccc(C(F)(F)F)c2)cc1 in OX1R FRET antag: -6

Additional structures follow:
SMILES	OX1R FRET antag
COc1ccc(/C=C/c2c(-c3ccc(OC)cc3)sc3cc(OC)c(OC)cc23)cc1	6
O=C(COC(=O)c1cccnc1SC(F)F)NC1CC1	2
COc1ccc2ccc(=O)oc2c1CC(=O)C(C)C	3
CC[C@]12c3[nH]c4cc(CCC(=O)N(C)C)ccc4c3CCN1C(=O)[C@@H](CC(=O)NCCCn1ccnc1)C[C@@H]2C(=O)N1CCN(C(=O)c2ccco2)CC1	7
CC(Sc1nnc(N)s1)C(=O)NNC(=O)c1cccc(Cl)c1 (centres undefined)	6
Cc1ccc(S(=O)(=O)N2C[C@@H]3[C@H]4CC[C@H](C4)[C@@H]3[C@@H](C)[C@H]2C#N)cc1	18
COC(=O)[C@H](CC(C)C)NC(=O)Cn1cnc2c(NCc3ccccc3)ncnc21	15
C[C@H]1C(=O)N(c2ccccc2)[C@@H]1c1ccccc1	5
CCN(CC)C(=O)[C@H]1CC(CC(=O)NC(C)(C)C)C(=O)N2CCc3c([nH]c4ccc(OC)cc34)[C@]12C (some centres undefined)	2
C[C@]12c3[nH]c4ccc(Cl)cc4c3CCN1C(=O)[C@@H](CC(=O)NCCCn1ccnc1)C[C@@H]2C(=O)N1CCCCC1	3

Next part, overlapping the part above by four compounds.
SMILES	OX1R FRET antag
COC(=O)[C@H](CC(C)C)NC(=O)Cn1cnc2c(NCc3ccccc3)ncnc21	15
C[C@H]1C(=O)N(c2ccccc2)[C@@H]1c1ccccc1	5
CCN(CC)C(=O)[C@H]1CC(CC(=O)NC(C)(C)C)C(=O)N2CCc3c([nH]c4ccc(OC)cc34)[C@]12C (some centres undefined)	2
C[C@]12c3[nH]c4ccc(Cl)cc4c3CCN1C(=O)[C@@H](CC(=O)NCCCn1ccnc1)C[C@@H]2C(=O)N1CCCCC1	3
O=c1cc(-c2ccccc2)oc2cc(O)c(O)c(O)c12	17
Cc1ccc(CNC(=O)CN2C(=O)NC3(CC(C)CC(C)(C)C3)C2=O)cc1 (centres undefined)	4
O=C(COC(=O)Cc1ccc(Cl)cc1)NCc1ccc(F)cc1	0
CC(C)c1ccc(NC(=O)C2CCCCN2S(=O)(=O)c2ccccc2)cc1 (centres undefined)	18
CN1C(=O)C2(CCCCC2)C1c1ccccc1 (centres undefined)	6
CC(=O)C[C@H](O)CC(=O)[C@H]1OC(=O)[C@@H](C)C/C=C\Cc2ccccc21	-2
CC[C@]12c3[nH]c4ccc(OC)cc4c3CCN1C(=O)C(CC(=O)NCCN1CCOCC1)C[C@@H]2C(=O)N1CCN(C(=O)c2ccco2)CC1 (some centres undefined)	2
CCCCn1c(N)c(N(CCC(C)C)C(=O)CSc2nncn2-c2ccccc2)c(=O)[nH]c1=O	-2
CC[C@]12c3[nH]c4cc(-c5ccco5)ccc4c3CCN1C(=O)[C@@H](CC(=O)NCCCN(C)C)C[C@@H]2C(=O)N1CCN(C(=O)C2CC2)CC1	3
CCN(CC)C(=O)[C@H]1C[C@H](CC(=O)NCc2ccco2)C(=O)N2CCc3c([nH]c4ccc(Cl)cc34)[C@]12C	8
CCCCCc1cc(OC)cc2c1C(=O)OC(C)(C)O2	6
COc1ccc(C(=O)NNC(=O)COC(=O)c2sccc2C)cc1	3
CCC(Oc1ccccc1)C(=O)OCC(=O)Nc1sccc1C(N)=O (centres undefined)	13
CC1(C)NC(=O)N(CCCC(=O)Nc2ccc(C(F)(F)F)cc2)C1=O	4
CN1CCN(c2ccc(S(=O)(=O)N3CCCCC3)cc2N)CC1	8
O=S1(=O)CCN(Cc2cccc(Cl)c2)CC1	12
O=S1(=O)N[C@@H](CC2CCCCC2)COc2cc(Br)ccc21	4
C=CCOc1ccc(/C=C/C(=O)OCC(=O)NCc2cccc(OC)c2)cc1	-3
O=C(COC(=O)c1cc(=O)[nH]c2ccccc12)NC1CCCCC1	14
CN=C(C[N+](=O)[O-])NCCSCc1ccc(CN(C)C)o1	3

An excerpt from above in order of their number in OX1R FRET antag, highest first.
SMILES	OX1R FRET antag
O=C(COC(=O)c1cc(=O)[nH]c2ccccc12)NC1CCCCC1	14
O=S1(=O)CCN(Cc2cccc(Cl)c2)CC1	12
CCCCCc1cc(OC)cc2c1C(=O)OC(C)(C)O2	6

Sorted by formula weight (high to low): some entries from above
SMILES	OX1R FRET antag
Cc1noc(C)c1S(=O)(=O)Nc1ccc2c(c1)C(=O)N([C@H](C)CO)C[C@H](C)[C@@H](CN(C)C(=O)Nc1ccccc1)O2	1
CCN(CC)C(=O)[C@H]1C[C@H](CC(=O)NCc2ccco2)C(=O)N2CCc3c([nH]c4ccc(Cl)cc34)[C@]12C	8
CN1C(=O)C2(CCCCC2)C1c1ccccc1 (centres undefined)	6

The list continues:
SMILES	OX1R FRET antag
COC(=O)[C@@]1(Cc2ccccc2)[C@H]2C(=O)N(C)C(=O)[C@H]2[C@H]2CN=C(SCc3ccc(Cl)cc3)N21	17
CCCCOc1ccccc1-c1ccccc1CN1[C@@H](C(C)C)COCCS1(=O)=O	18
CCN1C(=O)[C@H]2[C@H]3CN=C(SCC4CC4)N3[C@@](CC)(C(=O)OC)[C@H]2C1=O	4
O=C1N[C@@H](c2ccccc2)COC(=O)[C@@H](Cc2ccc(F)cc2)CC/C=C/C[C@H]1CC(=O)N(CCO)Cc1ccccc1	7
CC(C)=CCC/C(C)=C/CNC(=O)C[C@H]1C[C@H](C(=O)N(C(C)C)C(C)C)[C@@]2(C)c3[nH]c4cc(CCC(=O)N(C)C)ccc4c3CCN2C1=O	10
CCC[C@@H](CN1CCC[C@H]1CN1C(N)=NC[C@H]1C(C)C)N1C[C@@H]([C@H](C)CC)N(CCCC2CCCC2)C1=N	9
O=C1N[C@@H](c2ccccc2)COC(=O)[C@@H](Cc2ccc(F)cc2)CC/C=C/C[C@@H]1CC(=O)N(CCO)Cc1ccccc1	6
